# Compound activity deposited in PubChem BioAssay by several laboratories.
# Fam108B inh = mouse Fam108B serine hydrolase inhibitors, primary screen, counter-screen for RBBP9 inhibitor project, biochemical, fluorescence polarization | recombinant Fam108B, FP-Rh probe fluorescence polarization | inhibition, % at 9.51 µM | hit rate 0.33% among 300,000 | AID 1947, 2009;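 active = inhibition above the screen mean inhibition plus 3 SD, computed separately per campaign, cut at about 18% in these data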;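 also: inhibitors lower polarization as less probe binds the enzyme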
# MCL1 BIM primary = inhibitors of MCL1 binding to BIM-BH3, primary screen, biochemical, fluorescence polarization; GST-MCL1 / FITC-Bim-BH3 fluorescence polarization; hit rate 0.68% among 320,000; AID 2057, 2009; Induced myeloid leukemia cell differentiation protein Mcl-1 (Homo sapiens), Q07820; inhibition, % at 10.9 µM;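 active = inhibition above the mean inhibition of all tested compounds plus 3 SD, set per campaign, cut at about 40% in these data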;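 also: 0% = DMSO wells and 100% = unlabeled Bim-BH3 peptide control; higher means more loss of mP so more displacement of Bim peptide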
# Target sequence (Q07820 whole entry, looked up): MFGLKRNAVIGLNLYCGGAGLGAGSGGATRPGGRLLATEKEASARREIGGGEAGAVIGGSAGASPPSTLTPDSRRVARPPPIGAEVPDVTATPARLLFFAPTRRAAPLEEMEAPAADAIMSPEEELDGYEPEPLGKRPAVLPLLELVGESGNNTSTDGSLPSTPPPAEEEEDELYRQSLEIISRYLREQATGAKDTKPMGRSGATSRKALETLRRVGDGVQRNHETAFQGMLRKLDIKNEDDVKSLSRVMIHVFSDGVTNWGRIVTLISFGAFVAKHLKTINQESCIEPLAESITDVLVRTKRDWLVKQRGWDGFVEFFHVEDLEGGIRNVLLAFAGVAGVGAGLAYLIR
# GLD-1 TGE inh = GLD-1/TGE RNA complex disruptors, primary screen, biochemical, fluorescence polarization; hit rate 0.44% among 320,000; Female germline-specific tumor suppressor gld-1 (Caenorhabditis elegans), Q17339; purified GLD-1 + fluorescein TGE RNA; inhibition, % at 5.96 µM;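 active = percent inhibition above a per-plate cutoff, the plate mean of test compounds plus 3 SD, cut at about 30% in these data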;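 also: 0% = DMSO wells with GLD-1 and probe and 100% = wells lacking GLD-1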
# Target sequence (Q17339 whole entry, looked up): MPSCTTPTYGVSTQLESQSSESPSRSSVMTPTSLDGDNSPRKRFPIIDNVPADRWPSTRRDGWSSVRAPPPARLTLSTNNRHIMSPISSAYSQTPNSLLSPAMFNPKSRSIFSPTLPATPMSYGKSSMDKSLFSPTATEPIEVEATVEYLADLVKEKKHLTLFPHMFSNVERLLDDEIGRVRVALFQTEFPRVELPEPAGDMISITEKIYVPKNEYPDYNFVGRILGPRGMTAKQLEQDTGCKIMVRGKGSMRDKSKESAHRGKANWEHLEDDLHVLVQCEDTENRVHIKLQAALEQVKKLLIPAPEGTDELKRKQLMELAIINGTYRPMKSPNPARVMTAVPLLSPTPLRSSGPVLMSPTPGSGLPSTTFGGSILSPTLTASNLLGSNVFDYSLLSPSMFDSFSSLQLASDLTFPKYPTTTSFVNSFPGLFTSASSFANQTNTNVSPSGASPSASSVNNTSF
# MEX-5 binding = MEX-5 zinc finger RNA-binding disruptors – biochemical, C. elegans, fluorescence polarization, MLPCN library, primary screen | Zinc finger protein mex-5 (Caenorhabditis elegans), Q9XUB2 | activity score (negative = inhibition of binding), % at 10 µM | AID 1832, 2009 | MEX-5/FITC-TCR2 RNA binding; hits give low values | hit rate 0.38% among 300,000;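 active = inhibition past about -25% in most replicates, and total fluorescence under double the plate's negative control median, limit read from the data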;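 also: 0% = DMSO and -100% = 5 µM competing unlabeled TCR2 RNA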
# Efflux pump inh = inhibitors of Candida efflux pumps in yeast, primary screen, S. cerevisiae, Nile Red, multiplex; S. cerevisiae Candida pump triplex; inhibition, % at 10 µM; hit rate 0.44% among 330,000;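 active = plate passing quality check with inhibition over a set limit, or well fluorescence over plate mean plus 4 SD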;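 also: Nile Red retained in pooled yeast measured as flow cytometry median fluorescence; 0% = buffer negative control and 100% = Enniatin B positive control; higher means more Nile Red kept so more efflux inhibition; some compounds called inactive have numbers as strong as hits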
# Bcl-xL primary = inhibitors of human Bcl-xL, primary screen, biochemical, fluorescence polarization, HTS; AID 2129, 2009; hit rate 0.7% among 320,000; GST-Bcl-xL / FITC-Bim BH3 peptide fluorescence polarization; inhibition, % at 10.9 µM;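 active = inhibition above the mean of all tested compounds plus 3 SD, cutoff set per campaign, cut at about 30% in these data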;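 also: 0% = DMSO wells and 100% = unlabeled Bim-BH3 peptide competitor; inhibitors lower millipolarization by displacing the labeled peptide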
# Target sequence (Q07817 whole entry, looked up): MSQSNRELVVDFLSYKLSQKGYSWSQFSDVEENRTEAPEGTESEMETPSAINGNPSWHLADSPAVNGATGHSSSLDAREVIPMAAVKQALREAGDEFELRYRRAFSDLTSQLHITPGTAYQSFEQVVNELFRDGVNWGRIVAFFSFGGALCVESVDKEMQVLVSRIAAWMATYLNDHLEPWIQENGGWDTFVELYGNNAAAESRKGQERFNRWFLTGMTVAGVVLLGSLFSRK
# ZTA DNA inh = counter-screen for EBNA-1 inhibitors: inhibitors of Epstein-Barr virus ZTA; ZTA-DNA binding, fluorescence polarization; inhibition, % at 11 µM; hit rate 0.15% among 320,000; AID 2234; in the data active = inhibition above about 33%
# Yeast superoxide = reduction of superoxide in aged yeast, primary screen, HTS. hit rate 0.18% among 330,000. superoxide response (% of plate mean), % at 10 µM. S. cerevisiae aged cells, superoxide DHE fluorescence; hits give low values;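 active = superoxide response under a set limit, about three screen SD below normal, cut at about 65% in these data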;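 also: yeast aged for seven days with compound at 30 °C before DHE staining; 100% = average MFI of all compound-treated wells on the plate with controls excluded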
# EBNA-1 inh = EBNA-1 DNA-binding inhibitors, primary screen, biochemical, fluorescence polarization; hit rate 0.34% among 300,000; inhibition, % at 14.8 µM; AID 1950, 2009; in the data active = inhibition above about 28%
# * = called active by the depositor; x = not tested or not shown.
# Key to letters: A = Fam108B inh; B = MCL1 BIM primary; C = GLD-1 TGE inh; D = MEX-5 binding; E = Efflux pump inh; F = Bcl-xL primary; G = ZTA DNA inh; H = Yeast superoxide; I = EBNA-1 inh
mol: Cc1onc(-c2c(Cl)cccc2Cl)c1C(O)c1ccccc1 (stereo not given)
  A: 0	B: 3	C: -3	D: -0.3	E: -0.1	F: 3	G: -21	H: 106	I: -6
mol: Cc1ccc(C(=O)Nc2cccc3ccccc23)cc1
  A: -3	B: -5	C: 6	D: -2.0	E: 0.0	F: -2	G: 17	H: 124	I: 3
mol: CCCCNc1nc2c(-c3ccccc3)nnn2c2ccccc12
  A: -4	B: -1	C: -6	D: -1.1	E: 0.1	F: -2	G: -4	H: 105	I: -9
mol: O=C(c1cccc([N+](=O)[O-])c1)c1ccc2c(c1)C(=O)N(c1c[nH]c(=O)[nH]c1=O)C2=O
  A: 0	B: -3	C: 3	D: 0.0	E: -0.2	F: -4	G: -7	H: 94	I: -14
mol: CN(CCNC(=O)c1cc2c(=O)n(C)c3ccccc3c2n1C)Cc1ccccc1
  A: -2	B: 14	C: 5	D: -0.1	E: 0.2	F: 6	G: -2	H: 89	I: -5
mol: COc1ccc(Cn2nnnc2CN2CCC(c3nc4ccccc4s3)CC2)cc1
  A: -2	B: -3	C: 4	D: -0.4	E: 0.2	F: 1	G: -9	H: 96	I: -10
mol: Cc1ccc(OCCn2c(=O)sc3ccccc32)cc1
  A: 5	B: 1	C: 6	D: -0.6	E: -0.1	F: 0	G: 3	H: 95	I: 2
mol: CCCn1c(SCC(=O)Nc2nnc(CC)s2)nnc1-c1ccco1
  A: -5	B: -1	C: 4	D: -0.8	E: -0.2	F: 0	G: -12	H: 93	I: -1
mol: COc1ccc(CCN(Cc2cccs2)S(=O)(=O)c2ccc(C(=O)O)cc2)cc1OC
  A: 7	B: 9	C: 7	D: 3.2	E: 0.1	F: 5	G: 1	H: 106	I: -8
mol: CCOC(=O)NCC(C)(C)CNC(=O)OCC
  A: 0	B: -3	C: 5	D: -0.4	E: 0.0	F: -1	G: 17	H: 130	I: 7
mol: O=C(COc1cccc2ccccc12)N/N=C/C=C/c1ccccc1
  A: -8	B: -5	C: -3	D: -0.3	E: 0.3	F: -5	G: -15	H: 110	I: -4
mol: COc1ccccc1C(=O)Nc1cc2c(cc1C(=O)O)OCCCO2
  A: 1	B: 3	C: -6	D: 1.3	E: 0.1	F: 0	G: 8	H: 133	I: 8
mol: CCCCc1nnc(NC(=O)c2cccc(S(=O)(=O)N3CCN(C)CC3)c2)s1
  A: -3	B: -16	C: 3	D: 0.3	E: -0.1	F: -7	G: -26	H: 109	I: -1
mol: CCn1cc(C(=O)NCc2ccco2)c(=O)c2ccc(C)nc21
  A: -1	B: -1	C: 0	D: 0.1	E: -0.1	F: 4	G: 9	H: 100	I: 5
mol: O=C(O)c1cc(-c2cccc([N+](=O)[O-])c2)n[nH]1
  A: -4	B: -2	C: 2	D: -2.6	E: 0.1	F: 5	G: 9	H: 115	I: -12
mol: COc1ccc(-n2c(SCC(=O)N(C)c3ccccc3)nc3c([nH]c4ccccc43)c2=O)cc1OC
  A: -2	B: 5	C: -4	D: -1.0	E: 0.3	F: 2	G: 6	H: 117	I: -15
mol: CC1CCCN(S(=O)(=O)c2ccc(NC(=O)Cn3nnc(-c4ccccc4F)n3)cc2)C1 (stereo not given)
  A: -42	B: 7	C: 1	D: 1.1	E: 0.0	F: 6	G: 6	H: 109	I: 6
mol: N/C(=N\OC(=O)/C=C/c1ccccc1)c1ccccn1
  A: 0	B: 4	C: 7	D: -2.3	E: 0.0	F: 3	G: 13	H: 98	I: 6
mol: COC(=O)CCC/C=C1\SC[C@@H](NC(=O)c2ccccc2)C1NC(C)=O (stereo not given in full)
  A: -2	B: 7	C: 4	D: 2.4	E: 0.1	F: 5	G: 11	H: 100	I: 3
mol: COc1ccccc1C1N(c2ccc(Cl)cc2)C(=O)C2CCCN21 (stereo not given)
  A: -2	B: -7	C: -7	D: 7.4	E: 0.0	F: -6	G: 5	H: 98	I: 0
mol: O=C(CSc1ccc(S(=O)(=O)N2CCOCC2)cn1)Nc1ccc(F)c(F)c1
  A: x	B: 0	C: 2	D: x	E: -0.3	F: -1	G: -4	H: 98	I: x
mol: CC1CCCC(NC(=S)NC(=O)c2ccccc2Br)C1C (stereo not given)
  A: -3	B: -1	C: -7	D: 3.4	E: 0.5	F: 0	G: -4	H: 114	I: -9
mol: CC(=O)c1cccc(OCCN2C(=O)NC(C)(C)C2=O)c1
  A: 3	B: -4	C: -2	D: 0.5	E: -0.1	F: -1	G: -15	H: 96	I: -3
mol: CCOc1ccc(CN(C)CC(=O)NCc2ccccc2)cc1
  A: -1	B: -4	C: -2	D: 0.5	E: -0.1	F: 2	G: 6	H: 68	I: 6
mol: COc1cc(CN2CCCCCC2)cc(OC)c1O
  A: 3	B: 10	C: 3	D: -0.8	E: -0.1	F: 4	G: -25	H: 96	I: -12
mol: Cc1nc(NC(=O)c2cccc(-c3cc4ccccc4oc3=O)c2)ccc1Br
  A: -30	B: -2	C: 8	D: 0.2	E: -0.4	F: 0	G: 20	H: 92	I: 17
mol: C/C(=N\NC(=O)c1c[nH]c2ccccc12)c1ccc(C)s1
  A: 1	B: -2	C: -3	D: -1.7	E: -0.1	F: -3	G: -1	H: 107	I: 5
mol: COc1ccc(N2CCN(S(C)(=O)=O)CC2)cc1
  A: 0	B: 8	C: 8	D: -1.3	E: 0.0	F: 1	G: -6	H: 115	I: 3
mol: CCN1CCN(c2ncnc3scc(-c4ccc(OC)cc4)c23)CC1
  A: -2	B: 4	C: 3	D: 0.7	E: -0.4	F: -4	G: -7	H: 101	I: -1
mol: C=C(C)CSc1nc2nc(C)cc(C)n2n1
  A: 1	B: 35	C: 35*	D: -0.9	E: 0.0	F: 29	G: -11	H: 91	I: -12
mol: CCN(CC(=O)NCc1ccc(Cl)cc1)C(=O)COc1cccc(Cl)c1
  A: 0	B: -4	C: -4	D: -0.7	E: 0.0	F: 2	G: -14	H: 128	I: -13
mol: COc1ccc(N2CCN(c3ccc(NC(=O)/C=C\C(=O)O)cc3)CC2)cc1
  A: 5	B: 23	C: 13	D: 2.0	E: -0.1	F: 22	G: -6	H: 99	I: 2
mol: CCn1c(CCn2ccnc2C)n[nH]c1=S
  A: -7	B: 2	C: -3	D: 6.6	E: 0.3	F: 1	G: -6	H: 107	I: -12
mol: O=C(O)CN1CCCCCC1=O
  A: 0	B: 3	C: 11	D: 1.5	E: 0.0	F: 3	G: 22	H: 94	I: 4
mol: Cc1oc(-c2cccs2)nc1CS(=O)CC(=O)NC1CCCCCC1 (stereo not given)
  A: -1	B: 8	C: 3	D: 3.5	E: 0.1	F: 4	G: 5	H: 103	I: 1
mol: Cc1cccc(NC(=O)Cn2c(=O)n(Cc3ccco3)c(=N)c3c4c(sc32)COC(C)(C)C4)c1
  A: 1	B: -3	C: 6	D: -0.9	E: 0.2	F: -2	G: 7	H: 109	I: 7
mol: CC(=O)NCC(=O)OCN1C(=O)c2ccccc2C1=O
  A: 1	B: 7	C: -1	D: -0.4	E: -0.1	F: 6	G: -17	H: 96	I: -7
mol: CCCNc1nc(Cl)nc(NC(C)(C)C)n1
  A: -1	B: 0	C: -2	D: -0.1	E: 0.2	F: 3	G: -3	H: 111	I: -12
mol: Cc1cc(=O)oc2cc(NC(=O)c3cc4ccccc4o3)ccc12
  A: -4	B: 2	C: 4	D: 0.9	E: 0.0	F: 1	G: 11	H: 101	I: 2
mol: CCOP(=O)(OCC)C(Nc1ccccc1)c1ccco1 (stereo not given)
  A: 3	B: 9	C: 2	D: -0.2	E: 0.0	F: -3	G: -9	H: 102	I: -3
mol: Cc1cc(C)nc(N(C#N)Cc2cccc(Cl)c2)n1
  A: -3	B: 2	C: 4	D: -0.4	E: 0.1	F: 4	G: 4	H: 101	I: 4
mol: COc1cc(/C=C2/NC(=O)NC2=O)cc(Br)c1OCc1ccccc1
  A: -4	B: 8	C: -4	D: 0.3	E: -0.1	F: 6	G: -9	H: 96	I: -13
mol: COc1ccc(S(=O)(=O)N(C)CC(=O)NCc2ccc3c(c2)OCO3)cc1
  A: 1	B: -8	C: 1	D: -0.6	E: -0.1	F: -5	G: -14	H: 90	I: 2
mol: CCN(CC(=O)Nc1ccc(C(=O)OC)cc1)C1CCCCC1
  A: -1	B: -11	C: -1	D: -1.7	E: 0.1	F: -5	G: 9	H: 89	I: -14
mol: COc1ccccc1NC(=O)c1sc2ncn(Cc3cccc4ccccc34)c(=O)c2c1C
  A: -18	B: -32	C: -27	D: 3.0	E: -0.2	F: -1	G: 22	H: 91	I: -2
mol: COC(=O)C1=C(N)Oc2cc(C)n(Cc3cccnc3)c(=O)c2C1c1cc(OC)ccc1OC (stereo not given)
  A: -5	B: 7	C: -3	D: -1.5	E: 0.2	F: 2	G: 4	H: 113	I: -1
mol: O=C(N/N=C/c1cc([N+](=O)[O-])ccc1Cl)c1cnccn1
  A: 5	B: 0	C: -4	D: 1.2	E: 0.1	F: 2	G: -2	H: 98	I: -3
mol: CCOc1ccc(CCNC(=O)CS(=O)Cc2nc(-c3ccc(C)cc3)oc2C)cc1OCC (stereo not given)
  A: 2	B: 6	C: 3	D: 0.2	E: -0.5	F: 1	G: 5	H: 92	I: 1
mol: CCN(CC)C(=O)CSc1nnc(CSc2ncccn2)n1C
  A: 0	B: 4	C: -1	D: 0.1	E: 0.0	F: 1	G: -2	H: 94	I: 5
mol: Cc1nn(CC(=O)Nc2ccc3c(c2)nc(CN2CCCCC2)n3C)c(=O)c2ccccc12
  A: 3	B: -5	C: 8	D: x	E: -0.1	F: -3	G: -9	H: 94	I: -1
mol: CCN(CC)C(=S)Nc1ccc(OC(F)F)cc1
  A: 3	B: 4	C: -4	D: -1.6	E: 0.0	F: 3	G: 3	H: 100	I: 1

# Among those listed so far, these contain two or more sulfur atoms:
# Key to letters: A = Fam108B inh; B = MCL1 BIM primary; C = GLD-1 TGE inh; D = MEX-5 binding; E = Efflux pump inh; F = Bcl-xL primary; G = ZTA DNA inh; H = Yeast superoxide; I = EBNA-1 inh
mol: CCCn1c(SCC(=O)Nc2nnc(CC)s2)nnc1-c1ccco1
  A: -5	B: -1	C: 4	D: -0.8	E: -0.2	F: 0	G: -12	H: 93	I: -1
mol: COc1ccc(CCN(Cc2cccs2)S(=O)(=O)c2ccc(C(=O)O)cc2)cc1OC
  A: 7	B: 9	C: 7	D: 3.2	E: 0.1	F: 5	G: 1	H: 106	I: -8
mol: CCCCc1nnc(NC(=O)c2cccc(S(=O)(=O)N3CCN(C)CC3)c2)s1
  A: -3	B: -16	C: 3	D: 0.3	E: -0.1	F: -7	G: -26	H: 109	I: -1
mol: O=C(CSc1ccc(S(=O)(=O)N2CCOCC2)cn1)Nc1ccc(F)c(F)c1
  A: x	B: 0	C: 2	D: x	E: -0.3	F: -1	G: -4	H: 98	I: x
mol: Cc1oc(-c2cccs2)nc1CS(=O)CC(=O)NC1CCCCCC1 (stereo not given)
  A: -1	B: 8	C: 3	D: 3.5	E: 0.1	F: 4	G: 5	H: 103	I: 1
mol: CCN(CC)C(=O)CSc1nnc(CSc2ncccn2)n1C
  A: 0	B: 4	C: -1	D: 0.1	E: 0.0	F: 1	G: -2	H: 94	I: 5
